Insulin prom up: MIN6 insulin promoter up-regulation | 190,000 tested, 0.3% active | z-score at 5 µM | MIN6 insulin promoter-GFP reporter, high-content imaging; stronger effect = higher value | AID 1625;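 active = z-score above 3 at 5 µM with at least 500 cells counted in the well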
Dynein cargo inh: blocks dynein driven cargo transport along microtubules; 220,000 tested, 0.47% active; z-score, hits read low; 3617.4 mouse cells, GR-EGFP nuclear translocation imaging; test concentration mostly 20 µM; stimulated with dexamethasone, 1 µM; stronger effect = lower value;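 active = plate z-score of nuclear minus cytoplasmic receptor signal below a set negative limit, without overly bright fluorescence or cell loss, cut at about -3.5 in these data, passing the limit was not always enough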;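 note: z-score of nuclear minus cytoplasmic ring GR-EGFP intensity difference per well; some compounds called inactive have numbers as strong as hits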
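Also added – dexamethasone, 1.0 µM final · Buffer or medium – tet-free, stripped-serum medium · Schedule – induction 48 h, compound 1 h, agonist 30 min · Detection – formaldehyde fixation, Hoechst nuclear stain, 10x automated fluorescence imaging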
Autophagy mod: modulators of autophagy. 190,000 tested, 0.98% active. MEF GFP-LC3 puncta imaging; test concentration mostly 10 µM. calls only at 10 µM (by protocol);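 active = percentage of spot-positive cells more than 3 SD above its plate mean, without a fluorescence outlier flag or 80% toxicity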;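 note: spot-positive cell cutoff set from DMSO-treated cells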
b-catenin transl: alters nuclear translocation of beta-catenin in HeLa cells; immunofluorescence imaging; nuclear translocation activity, % at 5 µM; 190,000 tested, 0.3% active; AID 1665;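 active = nuclear translocation activity above 50% at 5 µM, with a well cell count of 50 or more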;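 note: per-cell ratio of nuclear to cytoplasmic median beta-catenin stain intensity; plate controls were DMSO negative control for no effect and GSK-3 inhibitor IX positive control for full effect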
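Test system: human HeLa cells, endogenous beta-catenin. Times: 24 h compound exposure, 37°C. Measured by: beta-catenin immunofluorescence imaging with DAPI.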
HEK293 NOD2/NF-kB: inhibition of NOD2-driven NF-kB reporter – cell-based, luminescence, uHTS, HEK293 (AID 1566) | HEK293 NOD2/NF-kB luciferase reporter, luminescence; higher % means a stronger effect | inhibition, % at 4 µM; hits with a dose series show EC50 in µM | 290,000 tested, 0.63% active; in the data active = inhibition above about 50%; note: many of its hits are not listed in these tables
MT stabilize HCS: microtubule stabilizers in HeLa cells. 200,000 tested, 0.83% active. HeLa tubulin immunostaining HCS, 24 h; share of cells brighter than vehicle mean+2SD. % tubulin-high responders, % at 10 µM;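 active = plate Z-score above 3 for both tubulin-high and condensed-nucleus cell shares, with cell loss under 80%, at 10 µM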;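 note: anti alpha tubulin signal scored within the nucleus-defined area of each cell; some results filed as inactive read as strong as hits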
Yfh1-depleted yeast: mitochondrial function rescue without frataxin homolog – Friedreich's ataxia, plus single-dose screen, dose response (AID 1465); S. cerevisiae Yfh1-off respiration, WST-1 reduction, 72 h; higher fold induction means a stronger effect; fold induction at 50 µM; hits with a dose series show EC50 in µM; 220,000 tested, 0.074% active;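 active = fold induction of absorbance versus untreated yeast above a set limit, then at least 30% activation at any dose in follow-up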;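 note: activators that raise dye reduction in frataxin-depleted yeast; strong numbers were not always called active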
NOD1 inhibition: inhibition of NOD1-driven NF-kB reporter – cell-based, luminescence, uHTS, primary screen (AID 1578); NOD1-driven NF-kB luciferase reporter cells, luminescence; higher % means a stronger effect; inhibition, % at 4 µM, or EC50 in µM where a hit was titrated; 290,000 tested, 1% active; in the data active = inhibition mostly above about 36%, no sharp cut-off; inactive = mostly below about 34%;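 note: HEK-293T reporter cells stimulated with the NOD1 agonist gamma-tri-DAP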
M17LAP inhibition: P. falciparum M17LAP inhibitors, primary screen, biochemical, fluorogenic H-Leu-NHMec substrate, 1536-well (AID 1619); recombinant M17LAP, H-Leu-NHMec fluorogenic kinetic assay; higher % means a stronger effect; inhibition, % at 30 µM; hits with a dose series show IC50 in µM; 220,000 tested, 0.38% active;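 active = compound inhibiting the enzyme by more than half at any dose during confirmatory dose-response retesting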;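 note: plate controls were full reaction with DMSO carrier for no effect and no enzyme background for full effect; strong numbers were not always called active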
Dynein cargo inh cytoplasmic EGFP: recorded beside Dynein cargo inh, whose call it bears; z-score; measured here: cytoplasmic GR-EGFP intensity; stronger effect = higher value
Dynein cargo inh nuclear GR-EGFP: also measured in Dynein cargo inh; calls as there; z-score; measured here: nuclear GR-EGFP intensity;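 lower value marks the stronger effect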
Dynein cargo inh cell count: also measured in Dynein cargo inh; calls as there; z-score; measured here: cell count per field
Insulin prom up cell count: recorded beside Insulin prom up, whose call it bears; cell count; measured here: cytotoxicity, nuclei count;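 total cells summed across four imaged fields per well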
b-catenin transl cell count 5 µM: second read-out of b-catenin transl, no call of its own (marks repeat the call); cell count; measured here: cell count, cytotoxicity flag
MT stabilize HCS Hoechst-high %: also measured in MT stabilize HCS; calls as there; % Hoechst-high responders; measured here: nuclear condensation Hoechst responders;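 share of cells brighter than vehicle mean plus two SD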
MT stabilize HCS cytotoxicity %: further read-out of MT stabilize HCS, marked with its call; toxicity, %; measured here: cytotoxicity by cell density;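 0% = mean cell density of plate MIN control wells and 100% = no cells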
Autophagy mod cell loss 18 h: further read-out of Autophagy mod, marked with its call; toxicity, %; measured here: cell loss, nuclei count;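 cell loss after 18 h compound exposure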
The depositor's hits bear a star; i = inactive; · = no result given. These rows are one share of the data; count on the stated rates, not on these rows.

SMILES | Insulin prom up | Insulin prom up cell count | Dynein cargo inh | Dynein cargo inh cytoplasmic EGFP | Dynein cargo inh nuclear GR-EGFP | Dynein cargo inh cell count | Autophagy mod | Autophagy mod cell loss 18 h | b-catenin transl | b-catenin transl cell count 5 µM | HEK293 NOD2/NF-kB | MT stabilize HCS | MT stabilize HCS Hoechst-high % | MT stabilize HCS cytotoxicity % | Yfh1-depleted yeast | NOD1 inhibition | M17LAP inhibition
ClCc1cc2ccccc2nc1Cl | 0.71 | 1322 | -1.02 | -0.0257 | -0.141 | -0.858 | i | -9.1 | 1.5 | 1134 | 7.5% | 2.8 | 3.0 | 2.9 | i | -27.0% | -4.5%
COc1ccc(Cc2nc3ccccc3n2CC(=O)N/N=C/c2ccccc2)cc1OC | 0.45 | 1747 | 0.762 | -0.0739 | 0.702 | -0.313 | i | 13.0 | -0.9 | 1066 | -5.3% | 6.4 | 2.5 | 5.9 | i | -35.8% | 0.6%
COc1ccccc1OCC(=O)NNC(=S)NC(=O)c1ccco1 | 0.42 | 797 | 0.726 | -0.249 | 0.379 | -0.0492 | i | -15.7 | -0.5 | 1078 | 5.4% | 3.0 | 2.1 | 4.6 | i | 0.9% | 79.1%
CCNC(=S)NS(=O)(=O)c1ccc(Cl)cc1 | -3.8 | 579 | -0.567 | -0.24 | -0.793 | 0.767 | i | 0.0 | -1.3 | 1116 | 6.7% | 1.6 | 1.2 | 9.7 | i | -16.8% | 15.1%
CCOC(=O)C1CCN(C(c2cccs2)c2sc3nc(C)nn3c2O)CC1 (stereo not given) | -1.15 | 1796 | 0.138 | -0.224 | 0.306 | 0.605 | i | -6.3 | -0.4 | 1090 | 18.6% | 4.3 | 1.2 | 2.6 | i | 15.6% | 14.8%
Cc1cc(N2CCCN(C)CC2)nc2cc(Cl)ccc12 | 0.52 | 1114 | -0.914 | -0.0329 | 0.252 | -0.618 | i | -14.9 | -0.1 | 1160 | -8.2% | 2.3 | 2.1 | 0.6 | i | -3.0% | -0.4%
COc1cc(C(=S)N2CCOCC2)ccc1OC(=O)c1cc([N+](=O)[O-])cc([N+](=O)[O-])c1 | 0.19 | 1428 | -0.983 | -0.208 | -0.425 | -0.595 | i | 2.3 | 0.9 | 1101 | 23.7% | 4.4 | 3.1 | 9.1 | i | -12.1% | 13.3%
Oc1cccc(C2c3[nH]c4ccccc4c3CCN2Cc2cnn(-c3ccccc3)c2)c1 (stereo not given) | · | · | -0.428 | -0.345 | -0.166 | 1.22 | i | 30.7 | 0.3 | 1552 | -3.7% | 1.9 | 1.1 | 3.3 | i | -34.2% | -4.9%
COc1ccc(-c2nc(=S)[nH][nH]2)cc1OC | 0.06 | 1357 | -0.45 | -0.374 | -0.223 | 0.97 | i | 28.0 | -1.1 | 1108 | 7.2% | 9.1 | 0.8 | 3.1 | i | -23.8% | -3.5%
Cc1ccc(S(N)(=O)=O)c(C)c1-n1cnnn1 | 0.36 | 1302 | -0.767 | 0.186 | -0.196 | 0.534 | i | 5.9 | -0.2 | 1167 | 14.7% | 1.6 | 2.6 | 6.4 | i | -37.7% | -1.5%
Cc1ccccc1NC(=O)CN1C(=O)CSc2ccccc21 | -0.67 | 1179 | -1.07 | 0.383 | 0.128 | -0.401 | · | · | 0.5 | 1238 | 12.8% | · | · | · | · | 2.6% | ·
CSc1ccccc1C(=O)N1CCN(c2cccc(Cl)c2)CC1 | 0.14 | 1526 | -0.545 | -0.349 | 0.274 | 0.0995 | i | 15.4 | 40.1 | 588 | 10.7% | 20.8* | 18.2* | 51.0* | i | -42.7% | 2.0%
O=C1Nc2cc(C(=O)N3CCN(Cc4ccccc4)CC3)ccc2SC1N1CCOCC1 (stereo not given) | -1.66 | 1148 | 0.191 | -0.208 | -0.108 | 0.52 | i | 9.8 | -0.4 | 1363 | 20.5% | 1.8 | 2.7 | 1.7 | · | 4.1% | -4.5%
CCC1CCc2c(sc3nc(SCC(=O)NCc4ccco4)n(-c4ccccc4)c(=O)c23)C1 (stereo not given) | · | · | -0.233 | -0.234 | -0.306 | 0.14 | i | 0.7 | -0.6 | 524 | 5.0% | 4.1 | 2.3 | 5.5 | i | -11.1% | 9.7%
Cc1ccc(NC(=O)/C(C#N)=C/c2cc(C)n(-c3ccc(N4CCOCC4)c([N+](=O)[O-])c3)c2C)c(C)c1 | -1 | 1332 | -0.716 | -0.218 | -0.402 | 0.664 | i | -3.6 | -2.5 | 1331 | 47.3% | 1.7 | 1.0 | 6.6 | i | 57.9% | 1.0%
COc1cccc(CCc2nnc(CCC(=O)N3CCCC3c3nccs3)o2)c1 (stereo not given) | 0.11 | 1540 | -0.403 | -0.271 | -0.382 | 0.684 | i | 21.3 | 1.6 | 990 | 11.9% | 3.7 | 1.8 | 4.6 | i | -4.1% | 2.9%
COc1ccc(-c2cc(-c3cc(F)ccc3O)[nH]n2)cc1OC | -0.04 | 1544 | -0.00689 | -0.165 | 0.0309 | -0.264 | i | 1.7 | 11.8 | 1322 | -106.5% | 3.9 | 3.8 | 4.3 | i | -29.7% | 7.5%
N#CCCn1c(SCC(=O)N2CCN(S(=O)(=O)c3ccccc3)CC2)nc2ccccc21 | 0.76 | 1194 | 0.164 | -0.206 | -0.543 | -0.499 | i | 4.0 | -7.6 | 1014 | 14.2% | 5.5 | 3.2 | 5.1 | i | -12.1% | -1.4%
COc1ccc(-c2nc3nc(C)cc(C)n3n2)cc1 | 0.23 | 1342 | 0.114 | -0.267 | -0.15 | -0.00329 | i | 2.6 | · | · | -63.6% | 4.3 | 1.7 | 5.6 | i | -41.4% | 2.8%
CCC(=O)NC(=S)Nc1cccc(NC(=O)c2ccco2)c1 | 1.15 | 1554 | 3.07 | 0.132 | 3.23 | -2.79 | i | 0.4 | -4.4 | 1018 | -1.8% | 2.1 | 2.1 | 14.4 | i | -45.3% | 12.1%
Cc1ccccc1NC(=S)N(CCCN1CCOCC1)Cc1cccs1 | 0.23 | 1466 | -1.1 | -0.264 | -0.462 | 1.57 | i | 4.1 | -0.6 | 1099 | 6.2% | 2.5 | 1.8 | 5.6 | i | -8.6% | 15.3%
Cc1ccc(C(=O)CNc2ccc(Cl)cc2)cc1 | -0.32 | 1154 | -0.656 | -0.301 | -0.462 | 0.761 | i | 7.1 | -1.4 | 1145 | -23.5% | 4.9 | 3.5 | 2.1 | i | -24.1% | 14.1%
O=C(NCCn1cccn1)c1ccc(OC2CCN(CCc3ccccc3)CC2)cc1 | -0.3 | 1296 | 1.25 | -0.131 | 0.852 | -1.33 | i | 38.1 | 1.5 | 1126 | -19.1% | 1.7 | 1.1 | 2.7 | i | -34.3% | -8.2%
O=c1c2ccc(Cl)cc2[nH]c(=S)n1CCC1=CCCCC1 | -0.45 | 1436 | 0.121 | -0.214 | 0.195 | 0.323 | i | 41.0 | -0.9 | 979 | -23.0% | 3.4 | 1.8 | 1.9 | i | -32.6% | -34.0%
Cc1ccc(Nc2cc(C)c3ccc(O)cc3n2)cc1C | -0.94 | 1074 | -1.01 | -0.147 | -0.137 | 0.802 | · | · | 0.5 | 1314 | -35.8% | · | · | · | i | -4.1% | -2.4%
CNC(=O)CSc1nnc(COc2ccc([N+](=O)[O-])cc2)n1C | · | · | 0.574 | -0.304 | -0.0804 | -0.207 | i | 0.9 | -1.3 | 577 | -3.2% | 2.0 | 2.5 | 4.0 | i | 37.9% | 1.0%
Clc1ccc(-c2ccc(C=Nc3ccc(N4CCOCC4)cc3)o2)cc1 | -0.26 | 1269 | -0.287 | -0.317 | -0.24 | 0.389 | i | 0.1 | 3.1 | 1128 | -38.3% | 2.5 | 2.7 | 4.7 | i | -27.5% | 14.8%
O=C(NC1CCCCC1)c1ccc(NS(=O)(=O)c2cccc3cccnc23)cc1 | -0.02 | 1388 | 0.627 | 0.0802 | 0.254 | 0.231 | i | 1.4 | -0.7 | 1498 | 14.0% | 2.9 | 1.3 | 4.1 | i | -4.5% | 4.9%
CCOC(=O)c1ccc(NC(=O)c2nc[nH]c2C(=O)N[C@@H](Cc2ccccc2)C(=O)OC(C)(C)C)cc1 | -0.65 | 859 | -0.495 | -0.711 | -0.362 | 0.341 | · | · | -0.7 | 1352 | 4.1% | · | · | · | i | -1.0% | -4.5%
NC(=O)c1ccccc1NC(=O)Nc1ccc(F)c(Cl)c1 | -1.04 | 1519 | -0.635 | -0.306 | -0.283 | 0.0302 | i | -0.5 | -0.1 | 1555 | 16.2% | 5.5 | 1.0 | 5.4 | i | -8.9% | -6.5%
CCCCSc1nnc(-c2ccccc2NC(C)=O)c(=O)[nH]1 | 0.81 | 1320 | 1.05 | -0.227 | 0.919 | -0.506 | i | 19.1 | 1.0 | 976 | 2.5% | 3.4 | 1.9 | 0.7 | i | -18.2% | -5.2%

Part of the list above, in CSV form.
Compound,Insulin prom up,Insulin prom up cell count,Dynein cargo inh,Dynein cargo inh cytoplasmic EGFP,Dynein cargo inh nuclear GR-EGFP,Dynein cargo inh cell count,Autophagy mod,Autophagy mod cell loss 18 h,b-catenin transl,b-catenin transl cell count 5 µM,HEK293 NOD2/NF-kB,MT stabilize HCS,MT stabilize HCS Hoechst-high %,MT stabilize HCS cytotoxicity %,Yfh1-depleted yeast,NOD1 inhibition,M17LAP inhibition
N#CCCn1c(SCC(=O)N2CCN(S(=O)(=O)c3ccccc3)CC2)nc2ccccc21,0.76,1194,0.164,-0.206,-0.543,-0.499,i,4.0,-7.6,1014,14.2%,5.5,3.2,5.1,i,-12.1%,-1.4%
O=c1c2ccc(Cl)cc2[nH]c(=S)n1CCC1=CCCCC1,-0.45,1436,0.121,-0.214,0.195,0.323,i,41.0,-0.9,979,-23.0%,3.4,1.8,1.9,i,-32.6%,-34.0%
